Screens from PubChem.
zfTRPN1 agonist – zebrafish TRPN1 channel agonists, primary screen, cell-based, HEK293, calcium fluorescence; transient receptor potential cation channel N1 (TRPN1/NompC), Danio rerio; AID 1424, 2008; 220,000 compounds, 0.18% hits; activation, % at 3 µM; HEK293 zebrafish TRPN1-YFP, Fluo-8 calcium fluorescence; 100% = response to 87 µM carbachol;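 active = activation above its plate's cutoff, the mean activation of test wells on that plate plus 3 SD, cut at about 19% in these data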;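 note: 0% = DMSO alone and 100% = 87 µM carbachol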
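Material – zebrafish TRPN1-YFP in HEK293 cells · Doses – 3 µM single point · Schedule – dye 1 h 37 °C plus 30 min RT · Signal – Fluo-8 calcium fluorescence, excitation 470-495 nm, emission 515-575 nm · Read-out – % activation versus carbachol response · Control set – carbachol high, DMSO low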
BaF3 tox – parental Ba/F3 cell viability inhibition, counter-screen for JAK2V617F inhibitor project, murine pro-B, CellTiter-Glo luminescence | CellTiter-Glo ATP luminescence | inhibition, % at 5.6 µM | 220,000 compounds, 1.1% hits;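 active = inhibition above a per-campaign cutoff, the mean inhibition of all tested compounds plus 3 SD, cut at about 27% in these data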;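 note: 0% = DMSO wells and 100% = JAK Inhibitor I control wells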
S1P4 ag – S1P4 receptor agonists, primary screen, cell-based | AID 1509, 2009 | Sphingosine 1-phosphate receptor 4 (Homo sapiens), O95977 | S1P4-expressing cell line, agonist reporter assay | 220,000 compounds, 0.35% hits | activation, % at 4.98 µM; in the data active = activation above about 11%;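 note: 0% = DMSO vehicle and 100% = reference agonist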
TRPML3 ag – human TRPML3 channel agonists, primary screen, cell-based, HEK293 TRPML3-YFP, Fluo-8 calcium fluorescence, 3 µM. Mucolipin-3 (Homo sapiens), Q8TDD5. 100% = the carbachol control signal. activation, % at 3 µM. 220,000 compounds, 0.29% hits;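 active = activation above its plate's cutoff, the mean activation of the plate's test wells plus 3 SD, cut at about 12% in these data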;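 note: 0% = DMSO only wells and 100% = carbachol wells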
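Test system – HEK293 line with stable expression of human TRPML3-YFP channel · Control set – carbachol 87 µM final as high control (100%), DMSO as low control (0%) · Signal – Fluo-8 calcium dye fluorescence, ex 470-495, em 515-575 nm · Incubation – 1-h 37 °C dye load, 5-s basal, 120-s post-compound reads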
Ba/F3 V617F tox – reduced viability of JAK2V617F-dependent Ba/F3 cells, primary screen, JAK2V617F inhibitor project, cell-based, Ba/F3 EpoR-JAK2V617F, luminescence | ATP luminescence | inhibition, % at 5.6 µM | 220,000 compounds, 1.1% hits;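 active = inhibition above the campaign mean plus 3 SD over all tested compounds, cut at about 24% in these data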;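 note: cytokine-independent growth of Ba/F3 cells driven by EpoR plus mutant JAK2; 0% = DMSO-treated cells and 100% = JAK inhibitor I control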
EP2 modulator – EP2 receptor modulators, cAMP readout, primary screen, cell-based, HTRF cAMP, PGE2 stimulation | Prostaglandin E2 receptor EP2 subtype (Homo sapiens), P43116 | EP2-expressing cells, cAMP HTRF FRET, PGE2 co-stimulation | induction, % at 25 µM | 260,000 compounds, 0.83% hits | AID 940, 2007;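 active = compounds whose cAMP rise, as percent of the full-agonist control response, exceeds 60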;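 note: rat C6 glioma line stably carrying human EP2 under a CMV promoter; the protocol text gives 20 µM as final concentration; 100% = response of wells given 1 µM PGE2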
m-calpain inh – inhibitors of pig calpain II, primary screen, biochemical, fluorogenic peptide substrate, 1536-well; purified calpain II, 30 min; inhibition, % at 16 µM; 220,000 compounds, 0.37% hits; AID 1236, 2008;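 active = inhibition above about 50%, limit read from the data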
S1P4 antag – S1P4 receptor antagonists, primary screen, cell-based. Sphingosine 1-phosphate receptor 4 (Homo sapiens), O95977. S1P4-expressing cells, antagonist mode, reporter read-out. inhibition, % at 4.98 µM. 220,000 compounds, 0.26% hits; in the data active = inhibition above about 29%;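 note: 0% = wells stimulated with agonist and 100% = vehicle wells without agonist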
PERK inh – block of dimerizer-induced PERK translation repression, primary screen, PERK inhibitor project, CHO PERK-DD cells, SEAP luminescence, HTS; Eukaryotic translation initiation factor 2-alpha kinase 3 (Homo sapiens), Q9NZJ5; CHO PERK-DD fusion, SEAP luminescence translation reporter; inhibition, % at 5.6 µM; 220,000 compounds, 0.17% hits;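 active = inhibition above the mean inhibition of all tested compounds plus 3 SD, set separately per screening campaign, cut at about 2.9% in these data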;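 note: PERK kinase domain activated by AP20187 dimerizer at 100 nM; 0% = DMSO with dimerizer and 100% = rapamycin at 8.4 µM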
Target sequence (Q9NZJ5 whole entry, looked up, the tested form may be a part): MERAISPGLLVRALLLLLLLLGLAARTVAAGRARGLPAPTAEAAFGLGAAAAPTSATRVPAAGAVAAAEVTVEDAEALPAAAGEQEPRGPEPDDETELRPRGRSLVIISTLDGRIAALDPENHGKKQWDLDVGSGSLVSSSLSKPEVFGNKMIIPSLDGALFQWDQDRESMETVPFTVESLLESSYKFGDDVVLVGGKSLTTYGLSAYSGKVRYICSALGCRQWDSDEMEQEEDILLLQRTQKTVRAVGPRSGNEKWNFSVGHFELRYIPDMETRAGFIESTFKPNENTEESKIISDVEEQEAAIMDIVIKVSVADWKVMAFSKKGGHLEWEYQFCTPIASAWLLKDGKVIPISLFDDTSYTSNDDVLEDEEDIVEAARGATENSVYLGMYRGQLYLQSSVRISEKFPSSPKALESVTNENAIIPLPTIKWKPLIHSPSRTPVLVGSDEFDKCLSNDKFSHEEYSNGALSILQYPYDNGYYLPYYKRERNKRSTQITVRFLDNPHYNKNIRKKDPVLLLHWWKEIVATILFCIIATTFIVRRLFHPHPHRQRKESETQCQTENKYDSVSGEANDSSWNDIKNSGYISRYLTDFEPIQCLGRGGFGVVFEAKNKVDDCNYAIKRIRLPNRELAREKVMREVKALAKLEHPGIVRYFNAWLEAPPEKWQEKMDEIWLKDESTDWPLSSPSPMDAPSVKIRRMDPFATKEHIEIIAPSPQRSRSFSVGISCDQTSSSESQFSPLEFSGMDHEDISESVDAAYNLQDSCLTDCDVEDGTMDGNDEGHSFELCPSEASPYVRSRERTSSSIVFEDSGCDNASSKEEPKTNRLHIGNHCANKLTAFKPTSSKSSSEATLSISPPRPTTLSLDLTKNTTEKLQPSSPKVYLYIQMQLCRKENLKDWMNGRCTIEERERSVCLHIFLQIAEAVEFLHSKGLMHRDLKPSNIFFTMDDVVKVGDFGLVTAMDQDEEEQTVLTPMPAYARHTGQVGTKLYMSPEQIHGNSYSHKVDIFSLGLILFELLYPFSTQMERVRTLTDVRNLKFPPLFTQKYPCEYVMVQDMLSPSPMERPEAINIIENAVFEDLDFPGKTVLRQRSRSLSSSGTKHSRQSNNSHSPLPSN
* = called active by the depositor; . = not tested or not shown. The order is random (roughly 3.6% active in at least one column).

SMILES | zfTRPN1 agonist | BaF3 tox | S1P4 ag | TRPML3 ag | Ba/F3 V617F tox | EP2 modulator | m-calpain inh | S1P4 antag | PERK inh
O=C(CSc1nnnn1-c1ccc(F)cc1)NC1CCCCC1 | 0.0 | 1 | -0.7 | 0.7 | 2 | -3 | 2 | -10 | -0.9
CCOCC(=O)N1CCCC(C(=O)OCC)C1 (centres undefined) | 1.3 | 5 | 1.7 | 0.6 | -4 | 26 | -35 | -11 | 0.5
O=C(CSc1ncnc2ccccc12)N1CCN(c2ccccc2)CC1 | 0.1 | 2 | -2.1 | 0.0 | 0 | . | . | -20 | -0.6
C1CN(c2nc3nonc3nc2N2CCSCC2)CCO1 | 1.0 | -3 | -0.6 | -0.2 | -6 | 18 | -20 | 3 | 1.2
C(=N\Nc1nn[nH]n1)/c1ccccc1 | 0.7 | 1 | 0.8 | 0.7 | -5 | 0 | 39 | -12 | 0.8
O=C1CC(c2ccccc2)CC(O)=C1C=NCc1ccncc1 (centres undefined) | 0.8 | 5 | 0.5 | 1.5 | 0 | 3 | -21 | -7 | 1.6
CC(C)Oc1cccc(C(=O)C2CCCN(S(C)(=O)=O)C2)c1 (centres undefined) | -0.6 | 1 | 2.2 | 0.3 | -2 | 23 | -15 | 1 | 0.8
Cc1ccc2c(c1)Oc1ccccc1C=C2C(=O)O | 2.2 | 0 | -0.7 | 0.8 | -5 | -42 | -27 | -7 | 0.5
CSc1nc2sc3c(c2c(=O)[nH]1)CCC3 | 0.1 | 4 | -0.1 | 0.0 | -3 | 19 | -3 | 5 | 2.5
C#CCOC(=O)Nc1cc(C)n(-c2ccccc2)n1 | 1.3 | 0 | -1.2 | 0.4 | -3 | -11 | 3 | -4 | 1.8
Cc1ccc(NC(=S)N2CCN(C)CC2)c(C)c1 | -0.1 | 6 | -1.9 | 1.0 | 6 | -5 | 16 | -5 | -0.2
CCCCN(CC)CCCNC(=O)CC1Nc2ccccc2NC1=O (centres undefined) | 1.2 | 7 | 1.0 | 0.2 | 2 | . | . | 10 | 1.2
CCC(=O)Nc1sc(Cc2ccccc2)c(C)c1C(N)=O | -0.9 | 5 | 0.8 | 0.1 | -1 | 2 | -22 | -14 | -0.2
O=C1N=c2ccccc2=C1c1sc(=S)n(Cc2ccccc2Cl)c1O | -0.2 | -1 | 0.5 | 0.6 | -2 | 8 | -22 | 4 | 1.0
Clc1ccc(CSc2nnc(-c3ccncc3)s2)cc1 | -0.2 | 0 | 0.3 | 1.3 | 0 | -23 | -5 | 8 | 0.0
O=C(N/N=C/c1ccc2c(c1)OCO2)C1COc2ccccc2O1 (centres undefined) | 1.1 | 9 | -0.9 | 0.4 | 5 | -6 | 22 | -6 | 0.5
O=C1C=C(NCCN2CCOCC2)C(=O)c2cnccc21 | 1.4 | 11 | 5.2 | 1.0 | 8 | -25 | 8 | -6 | 0.8
N#Cc1cc(Oc2ccc3ccccc3c2)c(-n2nnc3ccccc32)cc1C#N | 1.7 | 0 | 4.2 | 0.5 | 0 | 22 | -360 | 8 | 0.4
Cc1cc2c(nn1)CCc1c-2no[n+]1[O-] | 0.8 | -7 | -0.5 | 0.6 | -2 | 13 | -25 | -9 | 1.4
CCCOC(=O)c1ccc(NC(=O)c2ccc(Br)o2)cc1 | 1.4 | 8 | 0.2 | 1.0 | 1 | -38 | 9 | -11 | -0.2
Cc1cc(SCNC(=O)c2ccccc2)nc(C(C)C)n1 | 1.2 | -2 | 0.2 | 1.1 | 3 | -14 | 13 | -16 | -0.4
CCNc1ccccc(-c2ccc3ccccc3n2)c1=O | 1.2 | 4 | 0.7 | 1.0 | -1 | -1 | 11 | -24 | -0.4
COC(=O)CSc1nc(C)c2c(n1)CCCC2 | -0.5 | 2 | 0.3 | 0.2 | -1 | 16 | -21 | -5 | 0.3
Cc1ccc(C(=O)Nc2ccc(O)cc2C(=O)O)cc1 | -0.5 | 0 | 1.9 | -0.2 | -2 | 7 | -23 | -24 | 0.3
C=CCNC(=O)c1ccc(Sc2ccccc2)c([N+](=O)[O-])c1 | -0.7 | 1 | -2.2 | -0.4 | 1 | -16 | 29 | -9 | 0.2
CCCCn1c(CCC(=O)O)nc2cc(S(=O)(=O)N(C)C)ccc21 | -0.2 | 5 | 0.6 | 1.3 | 4 | 31 | -1 | -10 | 0.0
CC1(C)OC(=O)C(=CNc2ccc(F)cc2)C(=O)O1 | 0.6 | -1 | -2.1 | 0.6 | -3 | 3 | 9 | 3 | 0.7
COc1ccc2[nH]cc(C(=O)CNc3nc(C)cs3)c2c1 | -0.8 | 1 | 0.1 | -0.2 | 0 | -25 | 2 | -7 | -0.3
OCCN1CCN(Cc2cccc(Oc3ccc(Cl)cc3)c2)CC1 | 1.1 | 5 | 1.9 | 1.4 | 2 | -18 | -5 | -3 | -0.1
CC(C)(C)NC(=O)NC(=O)COC(=O)C1(C)CC1(Cl)Cl (centres undefined) | 1.3 | -1 | -0.7 | -0.4 | -3 | 5 | 33 | 8 | 1.3
COCCn1c(SCC(=O)NNC(=O)Cc2ccccc2)nc2ccccc2c1=O | -0.3 | -3 | 0.2 | -0.1 | -2 | 22 | -20 | -1 | 1.5
O=C1CS/C(=N/N=C/c2ccco2)N1Cc1ccc(F)cc1 | 1.7 | 1 | 1.0 | -0.2 | 0 | 25 | -2 | 10 | -0.2
Cc1sc2ncnc(SCC(=O)c3ccc(Cl)s3)c2c1C | 0.1 | 1 | -0.6 | -0.1 | -2 | -4 | 3 | -3 | 1.0
CCN(CC)S(=O)(=O)c1cccc(C(=O)N/N=C/c2cc(OC)c(O)c(OC)c2)c1 | 1.3 | 7 | 2.4 | 1.2 | 0 | 0 | -9 | -4 | 0.4
CCn1cc([N+](=O)[O-])nc1C | 0.7 | 6 | 2.0 | 0.5 | -1 | -5 | -11 | -29 | 0.9
COc1c2ccoc2nc2c(OC)cccc12 | 2.3 | 6 | -1.3 | 0.8 | -1 | -11 | -190 | -3 | -0.1
CCOC(=O)c1nnsc1Nc1ccc(C)c(C)c1 | -1.6 | 7 | 0.4 | 1.6 | 4 | 49 | 17 | -15 | -0.1
Clc1ccc(C2=Nc3cc(Cl)ccc3OC2)cc1 | 0.5 | 4 | -1.0 | 0.3 | 2 | 4 | -19 | 8 | 0.1
COc1ccc(-n2cnnc2SCc2csc(-c3ccccc3)n2)cc1 | -0.7 | 8 | 0.8 | -0.6 | 0 | -44 | -2 | -12 | -0.1
COc1ccc(N=Cc2[nH]c3ccccc3c2O)cc1 | 0.8 | 6 | 0.4 | -0.7 | 0 | -16 | -29 | -6 | 1.2

Look-ups from above:
BaF3 tox, `Cc1ccc2c(c1)Oc1ccccc1C=C2C(=O)O` reads 0
BaF3 tox, `COc1c2ccoc2nc2c(OC)cccc12` reads 6
EP2 modulator, `Clc1ccc(CSc2nnc(-c3ccncc3)s2)cc1` reads -23
S1P4 antag, `C(=N\Nc1nn[nH]n1)/c1ccccc1` reads -12
TRPML3 ag, `CCn1cc([N+](=O)[O-])nc1C` reads 0.5
PERK inh, `CCCCn1c(CCC(=O)O)nc2cc(S(=O)(=O)N(C)C)ccc21` reads 0.0

The results go on:
SMILES | zfTRPN1 agonist | BaF3 tox | S1P4 ag | TRPML3 ag | Ba/F3 V617F tox | EP2 modulator | m-calpain inh | S1P4 antag | PERK inh
CCCC(c1nnnn1Cc1cccs1)N1CCN(c2ccc(OC)cc2)CC1 (centres undefined) | -0.2 | 7 | 0.2 | 0.6 | 1 | 0 | 9 | -7 | -1.0
O=C(COC(=O)c1cc(-c2cccs2)nn1-c1ccccc1)Nc1ccc(Cl)c([N+](=O)[O-])c1 | -0.2 | 6 | 1.9 | 0.5 | 2 | 7 | -15 | -17 | -0.1
O=C(CCCOc1ccccc1)Nc1nc2ccccc2[nH]1 | -1.3 | 0 | 1.4 | 0.0 | 1 | -82 | 19 | -12 | -0.6
c1ccc(OCCCn2nnc(-c3cccnc3)n2)cc1 | 0.4 | 9 | -1.2 | -0.5 | 0 | 10 | 18 | -4 | 0.7
CCc1ccc(S(=O)(=O)/N=C2\C=CC(=O)c3ccccc32)cc1 | -1.5 | 4 | -0.7 | 0.3 | -2 | 18 | -162 | -6 | 0.2
Cc1ccc(-c2cc(C(F)F)n3ncc(C(=O)NN4CCCCC4)c3n2)cc1 | -0.5 | 2 | 1.4 | 0.6 | 1 | -30 | -10 | -17 | 0.7
O=C(CCc1ccc(O)c(O)c1)NNC(=S)NCCc1ccccc1 | 0.5 | 3 | 0.7 | 0.7 | -2 | 12 | 5 | 3 | 0.9
COc1ccc(OCCn2nnc(-c3ccc(Cl)cc3)n2)cc1 | 1.5 | 7 | -0.8 | 1.4 | -1 | 4 | -10 | -18 | 0.8
Cc1cccc(-n2nc3c(c2NC(=O)c2ccco2)CSC3)c1C | 0.9 | 3 | -0.3 | -0.4 | 0 | 15 | -140 | 9 | -0.9
COCCOC(=O)c1c(C)oc2ccc(OC(=O)COc3c(F)c(F)c(F)c(F)c3F)cc12 | 0.4 | 3 | 1.7 | 0.4 | 2 | 1 | -47 | 4 | 2.0
CC(C)Cc1nc2oc3c(NCC(C)O)ncnc3c2c2c1CCCC2 (centres undefined) | -1.4 | -1 | 0.4 | -0.1 | 0 | -16 | 4 | -13 | -1.0
Cc1ccc(OCC(=O)NNC(=S)NC(=O)C(C)(C)C)c(Br)c1 | 3.2 | 4 | 3.8 | 1.1 | -1 | -72 | -23 | -14 | 0.2
CC(C)(CNC(=S)NCCc1ccccc1)CNC(=S)NCCc1ccccc1 | 2.0 | 4 | -3.8 | -0.2 | -2 | -82 | 34 | 0 | -0.1
Cc1ccc(Cn2nc(C)cc2C(=O)Nc2ccc(Cl)cc2)cc1 | 0.2 | -2 | -0.9 | 1.1 | -2 | -47 | -5 | 8 | 0.9
CN(C)CCCOC(=O)COc1ccc(C(C)(C)C)cc1 | 0.5 | 10 | -2.2 | 0.9 | -1 | -4 | -10 | -6 | 0.7

2 of these compounds in another layout.
Compound,zfTRPN1 agonist,BaF3 tox,S1P4 ag,TRPML3 ag,Ba/F3 V617F tox,EP2 modulator,m-calpain inh,S1P4 antag,PERK inh
Clc1ccc(CSc2nnc(-c3ccncc3)s2)cc1,-0.2,0,0.3,1.3,0,-23,-5,8,0.0
O=C(N/N=C/c1ccc2c(c1)OCO2)C1COc2ccccc2O1 (centres undefined),1.1,9,-0.9,0.4,5,-6,22,-6,0.5
